# WT yeast gro inh = growth inhibition of WT yeast, mitochondrial fusion screen; 2.1% of 190,000 active; mitochondrial fusion phenotypic screen, WT strain; inhibition, % at 10 µM; in the data active = inhibition above about 58%; tested in S. cerevisiae
# MgcRacGAP inhibition = MgcRacGAP GTPase-activating activity inhibitors, confirmation, biochemical, ADP Hunter fluorescence. MgcRacGAP-stimulated Rac1 GTP hydrolysis, ADP Hunter fluorescence; higher % means a stronger effect; GST-tagged Rac1 F28L mutant substrate. inhibition, % at 30 µM; hits with a dose series show IC50 in µM. 0.6% of 340,000 active. AID 624330;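 active = first-screen hits whose inhibition reached a set limit at any dose in the follow-up dose series; inconclusive = inhibition above the set first-screen limit but never retested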;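 note: fluorescence reports GDP produced by GAP-driven GTP hydrolysis; strong numbers were not always called active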
# T cell modulator = T cell immune modulators affecting CD8 T cell-vesicle binding | 2C CD8+ T cell-vesicle binding, flow cytometry; stronger effect = lower value | 0.068% of 330,000 active | calls only at 7 µM | AID 2052;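 active = response, share of CD8 T cells binding vesicles, and their 90th percentile fluorescence all below set limits, cut at about 80% in these data, passing the limit was not always enough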
#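 Read-out – percent CD8+ FL2 mean versus row control · System – murine 2C transgenic CD8+ T lymphocytes · Times – 1.5 h cell–vesicle binding at 37 °C, then 20 min icy labelling · Control set – naked vesicles low, QL9 vesicles with vehicle high · Detection – cytometric PE anti-B7-1 and Alexa647 anti-CD8 signals after 1% paraformaldehyde fixation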
# RSV CPE inhibition = RSV antiviral activity via CPE protection, HEp-2 cells, primary 10 µM value included (AID 2391); HEp-2 cells, RSV-induced CPE inhibition; higher % means a stronger effect; 0.13% of 310,000 active; CPE inhibition, % at 10 µM; hits with a dose series show IC50 in µM; in the data active = a potency from the dose series; inconclusive = CPE inhibition mostly from about 23% at the one dose, without a potency; inactive = the rest, 99 in 100 with CPE inhibition below about 21%; note: strong numbers were not always called active
# West Nile antiviral = inhibition of WNV-induced cytopathic effect – cell-based, CPE readout (AID 1621) | 0.02% of 290,000 active | West Nile virus-infected cells, CPE inhibition; higher % means a stronger effect | CPE inhibition, % at 10 µM, or IC50 in µM where a hit was titrated; in the data active = a potency from the dose series; inconclusive = CPE inhibition mostly from about 3.7% at the one dose, without a potency; inactive = the rest, 99 in 100 with CPE inhibition below about 2.2%; note: strong numbers were not always called active
# PhoP inhibition = inhibitors of PhoP regulon expression, primary screen, Salmonella Typhimurium, GFP reporter (AID 1863); inhibition, % at 50 µM; hits with a dose series show IC50 in µM; 0.16% of 300,000 active; S. Typhimurium PhoP-regulated promoter GFP reporter, 4 h; higher % means a stronger effect;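 active = inhibition over 29.93%, a cutoff 3 SD above the screen mean, later confirmed by dose response; inconclusive = inhibition over 29.93% but no dose response follow-up; inactive = inhibition at most 29.93% or unconfirmed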;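 note: 0% = low Mg2+ inducing control and 100% = high Mg2+ repressing control; strong numbers were not always called active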
# bCat nuc transl = alters nuclear translocation of beta-catenin in HeLa cells | nuclear translocation activity, % at 5 µM | 0.3% of 190,000 active | immunofluorescence imaging;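 active = nuclear translocation activity above 50% at 5 µM, with a well cell count of 50 or more; inconclusive = wells under 50 cells across six images, flagged as toxic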;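 note: per-cell ratio of nuclear to cytoplasmic median beta-catenin stain intensity; plate controls were DMSO negative control for no effect and GSK-3 inhibitor IX positive control for full effect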
#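 assay system = human HeLa cells, endogenous beta-catenin | times = compound treatment 24 h, 37°C, 5% CO2 | detection = Anti-beta-catenin immunofluorescence on PFA-fixed, Triton-permeabilized cells, DAPI nuclei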
# Large T inhibition = SV40 large T antigen inhibitors, biochemical (AID 1903); 0.39% of 310,000 active; SV40 large T antigen ATPase/helicase inhibition assay; higher % means a stronger effect; inhibition, % at 20 µM; hits with a dose series show IC50 in µM; in the data active = a potency from the dose series; inconclusive = inhibition mostly from about 32% at the one dose, without a potency; inactive = the rest, 99 in 100 with inhibition below about 32%; note: strong numbers were not always called active
# Myeloid diff 2 = promotes myeloid progenitor differentiation. ER-HoxA9 myeloid progenitors, lysozyme-GFP differentiation, flow cytometry. 1% of 360,000 active. AID 624256. calls only at 10 µM;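 active = normalized GFP-positive differentiation at or above the plate's own cutoff, the solvent-only control mean plus 3 SD; inconclusive = no clear call, values can overlap the other calls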;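 note: cells exposed to compound for four days before flow analysis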
# WT yeast gro inh mutant strain = further read-out of WT yeast gro inh, marked with its call; inhibition, %; mitochondrial fusion phenotypic screen, mutant strain inhibition
# bCat nuc transl cell count 5 µM = further read-out of bCat nuc transl, marked with its call; cell count; measured here: cell count, cytotoxicity flag
# T cell modulator vesicle-bound % = also measured in T cell modulator; calls as there; double positive events, %; measured here: CD8+ vesicle-bound cell fraction;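 binding gate set so that unloaded-vesicle control wells show 10% double positive cells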
# Myeloid diff 2 GFP+ MAC1+ % = further read-out of Myeloid diff 2, marked with its call; GFP+ MAC1+ double positive, %; measured here: differentiation confirmed by MAC1 staining
# An asterisk follows results filed as active; i = inactive; ? = inconclusive; / = no result given.
nr	molecule	WT yeast gro inh	WT yeast gro inh mutant strain	MgcRacGAP inhibition	T cell modulator	T cell modulator vesicle-bound %	RSV CPE inhibition	West Nile antiviral	PhoP inhibition	bCat nuc transl	bCat nuc transl cell count 5 µM	Large T inhibition	Myeloid diff 2	Myeloid diff 2 GFP+ MAC1+ %
1	CCN(CC(=O)Nc1ccc(OC)cc1)C(=O)CSCC(=O)Nc1cc(C)on1	/	/	-1.7%	i	37.9	0.7%	/	/	/	/	/	i	1.0
2	CN(C(=O)c1ccc(Oc2ccc([N+](=O)[O-])cc2)cc1)C1CCCCC1	/	/	4.3%	i	56.4	15.1%	-1.1%	-0.7%	/	/	11.1%	i	0.4
3	CN(C)C(=S)Nc1ccc2c(c1)OCCO2	/	/	22.7%	i	25.9	/	0.0%	-6.1%	-1.0	1303	9.3%	i	0.9
4	Cc1ccc(OCC(=O)N2CCOCC2)c([N+](=O)[O-])n1	/	/	-8.3%	i	40.9	2.4%	0.2%	-7.8%	-1.4	1357	3.2%	i	0.0
5	CCN(CC)CCN(C(=O)c1ccc(Br)s1)c1nc2cc3c(cc2s1)OCCO3	-7.4	1.0	-7.3%	i	42.7	-2.6%	-0.2%	-6.4%	0.4	1061	9.8%	i	1.5
6	CSc1ncc(Cl)c(C(=O)NCc2cccnc2)n1	/	/	4.3%	i	25.4	1.5%	-0.1%	-2.2%	/	/	3.5%	i	0.4
7	CCc1ccc(C2C(C#N)=C(N)Oc3cc(N)ccc32)cc1 (centres undefined)	/	/	6.2%	i	61.7	6.2%	0.7%	5.0%	/	/	6.9%	i	0.5
8	O=C(Nc1cccc(C(=O)O)c1)/C(=C\c1ccc2c(c1)OCO2)NC(=O)c1ccco1	14.8	15.2	5.0%	i	19.2	-3.1%	0.1%	1.9%	-1.7	1063	20.9%	i	0.3
9	CC1(C)COC2(OC1)C(=O)N(CN1CCOCC1)c1ccccc12	7.4	3.9	5.6%	i	53.7	1.6%	0.3%	6.7%	0.8	1051	0.1%	i	0.0
10	CC(C)(C)n1nc2c(c1NC(=O)c1ccco1)CS(=O)C2 (centres undefined)	7.1	-13.9	3.6%	i	42.3	2.3%	1.5%	-0.7%	-6.5	945	-3.2%	i	0.6
11	CC(=O)c1c(C)nc2ccccc2c1N	1.4	1.5	2.7%	i	20.7	1.7%	-0.1%	0.7%	0.3	1205	-3.6%	i	0.3
12	CCn1c(O)c(N=Nc2ccc3ccccc3n2)c2ccccc21	/	/	9.9%	i	27.5	0.1%	-0.5%	-13.3%	-0.4	1361	9.9%	i	0.5
13	COC(=O)c1ccc(CSc2nc3ccc(Cl)cc3[nH]2)o1	-14.0	-1.8	-4.1%	i	55.8	2.1%	0.4%	-2.9%	-3.6	1216	5.5%	i	0.2
14	Cc1nc(-c2ccccn2)nc(SCC(=O)c2ccccc2)c1Cl	/	/	/	i	19.7	1.6%	-0.1%	0.2%	-0.2	1310	9.1%	i	0.7
15	Cn1c(C(=O)NCCN2CCCCCC2)cc2c(=O)n(C)c3ccccc3c21	9.3	-2.6	11.1%	i	39.4	-2.4%	-0.1%	4.9%	6.9	1102	6.2%	i	5.1
16	Cc1cccc(C)c1OCC(=O)N(Cc1ccco1)C1CCS(=O)(=O)C1 (centres undefined)	/	/	12.3%	i	41.5	1.4%	-0.3%	/	/	/	21.5%	i	2.3
17	CCCC(=O)N1CCN(c2ccc(NC(=O)c3ccccc3)cc2)CC1	11.2	19.4	1.3%	i	26.2	2.3%	0.4%	6.4%	2.0	1131	9.8%	i	0.8
18	C=C(C)C1CC=C(C)/C(=N/NC(=O)COc2ccccc2Cl)C1 (centres undefined)	58.3*	13.5*	-2.8%	i	53.2	?	-1.8%	-6.2%	-3.5	529	-1.3%	i	0.4
19	C/C(=N\NC(=O)c1ccco1)c1cc2ccccc2o1	11.1	5.8	4.0%	i	34.5	3.0%	-0.3%	10.2%	/	/	8.3%	i	0.0
20	COc1ccc(OCC(=O)N2CCN(c3cccc(Cl)c3)CC2)cc1	-21.7	19.1	4.5%	i	32.7	4.1%	/	-3.1%	-1.1	1196	-1.4%	i	0.6
21	COCCNC(=S)N(CCc1c(C)[nH]c2ccc(OC)cc12)Cc1ccco1	/	/	11.1%	i	59.5	2.5%	-1.4%	6.9%	/	/	24.4%	i	0.2
22	O=C(NCCCc1ccccc1)C(=O)NCC1OCCN1S(=O)(=O)c1ccc(F)cc1 (centres undefined)	/	/	5.7%	i	8.3	0.4%	-1.1%	-1.8%	/	/	6.6%	i	0.9
23	CC(C)NC(=S)N/N=C/c1cccs1	-0.3	-15.6	8.2%	i	42.1	1.4%	0.3%	8.2%	-5.0	1216	?	i	0.3
24	COc1ccc(CNC(=O)CSc2ccsc2[N+](=O)[O-])cc1	-22.1	4.7	10.9%	i	40.1	6.0%	-0.8%	6.1%	-1.2	1124	6.4%	i	0.4
25	O=C(c1sc2cc(F)ccc2c1Cl)N1CCN(c2ccccc2)CC1	65.5*	37.5*	-1.9%	i	39.8	8.8%	-0.9%	7.5%	0.3	941	0.7%	i	0.4
26	COc1ccc(Nc2oc(-c3ccco3)nc2S(=O)(=O)c2ccc(F)cc2)cc1	18.1	13.3	4.8%	i	54.1	2.4%	-0.8%	-7.6%	4.7	1009	17.5%	i	0.3
27	O=C(CN1CCN(C(=O)C2CCCO2)CC1)Nc1cc(C(F)(F)F)ccc1Cl (centres undefined)	/	/	4.9%	i	7.1	2.1%	-0.1%	-3.6%	/	/	17.3%	i	1.2
28	Cc1ccccc1C(=O)NC1CCN(CC(=O)Nc2ccc3c(c2)OCCO3)CC1	-3.4	-5.2	6.0%	i	22.5	-0.6%	-0.7%	-5.6%	-1.5	1045	-7.7%	i	0.9
29	Clc1ccc(CN2CCC(c3ccccc3)CC2)cc1	/	/	5.3%	/	/	-1.5%	-0.4%	-4.2%	/	/	8.6%	i	0.3
30	CCOC(=O)c1cc(C)n(-c2c(C)n(C)n(-c3ccccc3)c2=O)c1C	10.7	12.6	13.6%	i	25.2	0.6%	0.2%	-17.6%	/	/	5.9%	i	0.4
31	CCc1c(C)nc(SCC(=O)N2CCCCC2C)[nH]c1=O (centres undefined)	2.0	2.3	4.1%	i	13.1	-1.0%	-0.4%	-7.7%	-0.5	1069	9.8%	i	0.1
32	CC(=O)N1c2c(cc(Br)cc2S(=O)(=O)NCc2ccccc2)CC1C (centres undefined)	/	/	1.1%	i	49.2	1.0%	0.0%	-4.0%	/	/	12.9%	i	0.0
33	COC(=O)c1cc2ccsc2n1CC(=O)N(C)C1CCCCC1	-12.2	-4.1	6.2%	i	36.9	4.4%	/	5.0%	0.0	1235	3.7%	i	1.0
34	O=[N+]([O-])c1cc(Br)c(OCc2nnc(-c3ccccc3)o2)c(Br)c1	1.9	13.1	4.4%	i	64.6	1.7%	-0.6%	4.6%	-1.8	1087	8.7%	i	0.0
35	O=C(OCC(O)CO)c1ccccc1Nc1ccnc2cc(Cl)ccc12 (centres undefined)	/	/	9.1%	i	18.2	2.3%	/	-3.9%	/	/	4.2%	i	3.9
36	CCOC(=O)c1sc(NC(=O)C2CSC3(C)CCC(=O)N23)nc1C (centres undefined)	/	/	3.5%	i	43.8	2.0%	/	/	/	/	/	i	0.2
37	N=C1/C(=C/c2cccn2CCOc2ccccc2)C(=O)N=C2SC=C(c3ccccc3)N12	2.5	6.8	10.0%	i	20.7	5.0%	-1.3%	-18.0%	35.7	768	0.5%	?	/
38	CCOc1ccccc1NC(=S)Nc1ccccc1F	5.1	24.5	13.3%	i	51.2	-0.9%	0.1%	-12.8%	-3.2	1044	1.4%	i	0.6

# An excerpt of these results, with two lines to a compound:
# Under each structure: WT yeast gro inh, WT yeast gro inh mutant strain, MgcRacGAP inhibition, T cell modulator, T cell modulator vesicle-bound %, RSV CPE inhibition, West Nile antiviral, PhoP inhibition, bCat nuc transl, bCat nuc transl cell count 5 µM, Large T inhibition, Myeloid diff 2, Myeloid diff 2 GFP+ MAC1+ %
32. CC(=O)N1c2c(cc(Br)cc2S(=O)(=O)NCc2ccccc2)CC1C (centres undefined)
 : /, /, 1.1%, i, 49.2, 1.0%, 0.0%, -4.0%, /, /, 12.9%, i, 0.0
33. COC(=O)c1cc2ccsc2n1CC(=O)N(C)C1CCCCC1
 : -12.2, -4.1, 6.2%, i, 36.9, 4.4%, /, 5.0%, 0.0, 1235, 3.7%, i, 1.0
34. O=[N+]([O-])c1cc(Br)c(OCc2nnc(-c3ccccc3)o2)c(Br)c1
 : 1.9, 13.1, 4.4%, i, 64.6, 1.7%, -0.6%, 4.6%, -1.8, 1087, 8.7%, i, 0.0

# Laid out differently: two of the compounds above
31) CCc1c(C)nc(SCC(=O)N2CCCCC2C)[nH]c1=O (centres undefined)
  WT yeast gro inh: 2.0 | WT yeast gro inh mutant strain: 2.3 | MgcRacGAP inhibition: 4.1% | T cell modulator: i | T cell modulator vesicle-bound %: 13.1 | RSV CPE inhibition: -1.0% | West Nile antiviral: -0.4% | PhoP inhibition: -7.7% | bCat nuc transl: -0.5 | bCat nuc transl cell count 5 µM: 1069 | Large T inhibition: 9.8% | Myeloid diff 2: i | Myeloid diff 2 GFP+ MAC1+ %: 0.1

32) CC(=O)N1c2c(cc(Br)cc2S(=O)(=O)NCc2ccccc2)CC1C (centres undefined)
  WT yeast gro inh: / | WT yeast gro inh mutant strain: / | MgcRacGAP inhibition: 1.1% | T cell modulator: i | T cell modulator vesicle-bound %: 49.2 | RSV CPE inhibition: 1.0% | West Nile antiviral: 0.0% | PhoP inhibition: -4.0% | bCat nuc transl: / | bCat nuc transl cell count 5 µM: / | Large T inhibition: 12.9% | Myeloid diff 2: i | Myeloid diff 2 GFP+ MAC1+ %: 0.0
